High-throughput results deposited in PubChem by Sanford-Burnham Center for Chemical Genomics.
A3G deaminase = inhibitors of human APOBEC3G DNA deaminase | Q9HC16 | recombinant A3G, ssDNA deamination FAM/TAMRA fluorescence | inhibition, % at 20 µM | hit rate 0.28% among 330,000 | AID 493012;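 active means inhibition of at least 40% at 20 µM, with no more than 30% in the related APOBEC3A deaminase screen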;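 further: plate controls were DMSO wells with A3G for no effect and wells lacking A3G enzyme for full effect; some compounds called inactive have numbers as strong as hits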
MPTP inh = inhibitors of mitochondrial permeability transition pore; hit rate 1.4% among 360,000; inhibition, % at 10 µM; isolated mouse mitochondria, Ca2+ swelling absorbance, 30 min;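 active means inhibition of 50% or more, scaled per plate between neutral and stimulator controls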;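 further: 0% = DMSO wells given calcium and 100% = 1 mM EGTA wells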
NR3A LBD binder = modulators (binders) of human NR3A ligand-binding domain; NR3A LBD differential scanning fluorimetry, Tm shift; 0% = protein alone, 100% = glycine-bound protein; Tm shift relative to glycine control, % at 25 µM; hit rate 2.5% among 340,000;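 active means melting temperature shift of at least 10% of the positive control shift, at one fixed dose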
Gli-Sufu block = blocks Gli-Sufu signaling in a luciferase reporter; hit rate 0.74% among 340,000; Sufu-KO-LIGHT fibroblasts, Gli luciferase reporter luminescence; AID 588413; inhibition, % at 5 µM;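 active means inhibition above about 55%, limit read from the data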;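 further: 0% = DMSO-treated cells and 100% = wells with medium but no cells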
EBI2 block = EBI2 (human) antagonism; P32249; EBI2 beta-arrestin recruitment, luminescence, 7a,25-OHC stimulated; inhibition, % at 5 µM; hit rate 0.81% among 360,000; AID 651636; in the data active means inhibition above about 38%;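 further: enzyme fragment complementation signal reports receptor beta-arrestin coupling in cells; 0% = agonist plus DMSO wells and 100% = wells without agonist; some results beyond the cut were filed as inactive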
Target sequence (P32249 whole entry, looked up, the tested form may be a part): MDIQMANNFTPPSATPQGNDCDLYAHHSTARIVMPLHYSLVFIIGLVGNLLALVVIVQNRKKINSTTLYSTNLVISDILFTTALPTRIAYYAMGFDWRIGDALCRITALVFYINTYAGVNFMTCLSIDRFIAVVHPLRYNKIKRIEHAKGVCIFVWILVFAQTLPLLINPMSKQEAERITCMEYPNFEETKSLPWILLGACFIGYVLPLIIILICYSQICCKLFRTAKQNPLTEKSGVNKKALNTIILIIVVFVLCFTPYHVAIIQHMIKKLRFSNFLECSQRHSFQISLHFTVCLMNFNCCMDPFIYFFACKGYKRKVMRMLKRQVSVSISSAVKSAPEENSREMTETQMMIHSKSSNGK
APOBEC3A inh = blocks human APOBEC3A ssDNA deamination. inhibition, % at 20 µM. recombinant A3A, FAM/TAMRA ssDNA deamination fluorescence. P31941. AID 493011. hit rate 0.41% among 330,000;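 active means at least 40% inhibition at 20 µM here, with at most 30% in a related deaminase screen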;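 further: plate controls were A3A with DMSO for no effect and wells lacking A3A enzyme for full effect; some results filed as inactive read as strong as hits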
Target sequence (P31941 whole entry, looked up): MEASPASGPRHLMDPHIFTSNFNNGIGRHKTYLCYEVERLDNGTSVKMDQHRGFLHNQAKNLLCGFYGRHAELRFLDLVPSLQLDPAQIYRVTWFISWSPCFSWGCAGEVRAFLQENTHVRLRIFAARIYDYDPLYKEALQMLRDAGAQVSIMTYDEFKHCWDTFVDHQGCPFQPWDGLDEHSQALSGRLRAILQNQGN
CCR6 antagonist = blocks CCL20-driven beta-arrestin recruitment at human CCR6; P51684; CHO-K1 CCR6 PathHunter beta-arrestin, luminescence, CCL20-stimulated; inhibition, % at 20 µM; hit rate 0.49% among 340,000; AID 493098;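 active means compounds whose inhibition of the agonist-driven luminescence signal at 20 µM reaches about 50%, limit read from the data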;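 further: cells stimulated with CCL20 at 14 nM final; plate controls were DMSO with CCL20 for no effect and DMSO without agonist for full effect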
Target sequence (P51684 whole entry, looked up): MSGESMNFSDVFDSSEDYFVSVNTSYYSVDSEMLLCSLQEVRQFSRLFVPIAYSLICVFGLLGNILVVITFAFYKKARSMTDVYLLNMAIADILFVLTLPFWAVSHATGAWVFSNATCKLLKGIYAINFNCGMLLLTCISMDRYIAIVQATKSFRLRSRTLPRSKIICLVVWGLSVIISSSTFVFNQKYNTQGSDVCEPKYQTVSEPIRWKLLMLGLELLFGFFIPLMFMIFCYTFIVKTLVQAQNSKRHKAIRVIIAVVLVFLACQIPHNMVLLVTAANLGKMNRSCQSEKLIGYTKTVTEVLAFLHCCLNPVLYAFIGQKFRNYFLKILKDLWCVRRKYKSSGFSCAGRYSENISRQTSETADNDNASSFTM
CXCR6 block = blocks human CXCR6 beta-arrestin recruitment. inhibition, % at 20 µM. CHO-K1 PathHunter CXCR6 beta-arrestin, luminescence. hit rate 0.36% among 360,000. O00574; in the data active means inhibition above about 34%, passing the limit was not always enough;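 further: antagonist mode with CXCL16 agonist at 10 nM final; 0% = 10 nM CXCL16 with DMSO and 100% = unstimulated wells without agonist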
* = called active by the depositor; / = no result given; & = joins results of further samples. Rows are unselected; about 5.8% have a hit in one of these screens.

SMILES	A3G deaminase	MPTP inh	NR3A LBD binder	Gli-Sufu block	EBI2 block	APOBEC3A inh	CCR6 antagonist	CXCR6 block
O=C(Nc1ccccc1)Oc1ccc[nH]c1=O	1	1.1	0	-1	0	1	-6	-8
COC(=O)c1ccccc1NC(=O)CSc1n[nH]c(CC(C)C)n1	-4	0.5	0	-3	0	-6	-7	4
CC1CCN(Cc2c(C(=O)N/N=C/c3ccccc3O)nnn2-c2nonc2N)CC1	-5	-0.9	0	52	9	-1	6	0
COC(=O)c1c(NC(=O)CSc2nnnn2-c2ccccc2)sc2c1CCC(C(C)(C)C)C2 (centres undefined)	-4	1.2	0	7	15	1	12	-4
O=C(COc1ccc(Br)cc1Br)NC(=S)N1CCCc2ccccc21	2	0.4	1	-1	-8	-3	-2	-4
CCOC(=O)C1(CC2CC2)CCN(Cc2cnc(-c3ccccc3C)nc2)CC1	-8	1.7	-2	28	20	1	19	4
Cc1csc(=O)n1CCC(=O)OCC(=O)NCc1ccc(Cl)cc1Cl	-9	-1.1	0	-9	6	-4	1	7
O=C(NCC1CCCO1)c1cccc(S(=O)(=O)NCc2ccccc2)c1 (centres undefined)	2	2.1	0	0	-6	2	-3	-2
Cc1cc(-c2nnc(CCC(=O)NC(C)c3cccc4ccccc34)o2)no1 (centres undefined)	-4	1.8	-2	3	5	0	6	5
C=CS(=O)(=O)N(Cc1ccccc1Br)[C@H](CO)Cc1ccccc1	/	0.9	1	6	-17	/	3	11
CN(CC(=O)Nc1ccc(F)c(F)c1F)C(=O)c1ccc2c(c1)NC(=O)CS2	-8	1.5	0	-5	-10	-4	8	-4
O=C(OCC(=O)N1CCCC1)c1ccco1	-4	-4.8	-1	-36	-4	-2	-5	-36
C=CCN1[C@@H](Cc2ccccc2)COCCS1(=O)=O	/	-0.7	-3	-14	-1	/	-4	-1
COc1cc(C(=O)N(Cc2cc3cc(C)ccc3[nH]c2=O)CC2CCCO2)cc(OC)c1OC (centres undefined)	-1	-0.7	0	-4	-19	-1	11	-1
COC(=O)N/N=C\c1ccc(-c2cc(Cl)c(Cl)cc2Cl)o1	3	2.0	-20	4	-4	1	-17	2
Cc1sc2c(c1C)c(=O)n(-c1ccc(Cl)cc1)c(=O)n2Cc1cc(=O)n2ccccc2n1	-5	5.9	4	-1	3	-2	14	2
CCOc1ccc(CNC2CCCc3ccccc32)cc1 (centres undefined)	-8	1.0	-1	18	-20	-1	8	-2
O=C(NCCc1ccc(Cl)cc1)C1CC(=O)N(C2CCCCC2)C1 (centres undefined)	2	-0.9	0	-2	9	0	6	19
CCOC(=O)CC(NC(=O)c1ccco1)c1ccc(OC)cc1 (centres undefined)	-6	-0.6	-4	1	-8	-1	5	2
CN1CCN(S(=O)(=O)c2ccc(NC(=S)NC(=O)c3ccccc3)cc2)CC1	4	1.3	-5	2	4	-2	19	21
Cc1ccc(CN2CCC(N3CC(C)OC(C)C3)CC2)cc1 (centres undefined)	-3	0.2	0	8	-15	-2	9	-4
COc1ccc(CCn2c(=N)c(C(=O)NC3CCCC3)cc3c(=O)n4cccc(C)c4nc32)cc1	-4	0.7	1	10	-3	0	0	1
Cc1cc(C(F)(F)F)nc(-n2cc(-c3ccccc3)nn2)n1	-2	-0.5	0	24	7	1	3	3
O=C(NCc1ccccc1)c1ccc2nc(N3CCOCC3)sc2c1	-1	0.1	1	-10	3	2	-1	6
COc1ccccc1CNC(=O)CC(C)c1ccccc1 (centres undefined)	-7	0.0	-1	3	8	-8	8	-3
Continued.
SMILES	A3G deaminase	MPTP inh	NR3A LBD binder	Gli-Sufu block	EBI2 block	APOBEC3A inh	CCR6 antagonist	CXCR6 block
NNc1nc2cc3c(cc2s1)OCCO3	0	0.8	-1	-17	-5	-2	22	13
CCN(C(=O)CSc1nc2c(cnn2-c2ccccc2)c(=O)[nH]1)C1CCS(=O)(=O)C1 (centres undefined)	-8	0.7	2	1	-4	-10	1	-6
Cc1ccc(OCC(=O)N2CCC(N3CC(C)CC(C)C3)CC2)cc1 (centres undefined)	2	-0.4	-1	12	20	2	9	2
COC(=O)CCN1CCC(C(N)=O)CC1	-2	1.0	1	7	-14	0	-3	-1
O=C(Cc1ccc(NC(=O)C2CCCN(C(=O)CCc3ccccc3)C2)cc1)Nc1cccc(C(=O)N2CCCC2)c1 (centres undefined)	/	1.7	-1	25	-4	/	23	-7
COc1ccc(C(=O)NC(=S)NNC(=O)CNC(=O)C2CCCCC2)cc1	13	0.5	0	-13	0	-1	17	18
Cc1cc(C)c(C(N)=O)c(SCC(=O)c2ccc(Cl)cc2)n1	-5	-0.2	-1	-15	-6	-6	3	3
NC(=O)c1ncn([C@@H]2O[C@H](CNS(=O)(=O)c3cc(S(=O)(=O)c4ccccc4)cs3)[C@@H](O)[C@H]2O)n1	/	-1.1	-1	-4	-7	/	2	-5
CC1CCN(c2ccc(-c3cccc(NC(=O)C(F)(F)F)c3)nn2)CC1	-7	0.6	-6	44	-3	-5	10	-5
O=C(Nc1ccccc1C(=O)N1CCCCC1)c1ccco1	-1	-1.6	0	6	-2	-3	-1	0
COc1cccc(C(=O)N(C)CC(=O)Nc2ccc(F)c(F)c2F)c1	/	0.1	0	10	0	/	9	6
COc1ccc(CCNC(=O)c2ccccc2C(=O)NCCc2ccc(OC)cc2)cc1	-5	5.0	-1	-16	4	6	-2	0
CC(=O)NC1(c2ccc(F)cc2)CCN(C(=O)c2c(F)cccc2F)CC1	-6	0.3	2	6	-7	0	-6	-7
COc1cc(C(=O)NC(C)c2cnn(-c3ccccc3C)c2C)cc(OC)c1OC (centres undefined)	-4	1.5	-6	10	1	-2	10	-1
CC(C)CCc1noc(CN2CCC(C(=O)N3CCOCC3)CC2)n1	-6	0.2	-2	-4	-9	-1	-1	2
COc1ccc(CNC(=O)C2CCN(c3nn4c(=O)cc(C)nc4s3)CC2)cc1	-4	-2.4	-1	-9	0	-6	-3	-5
Cc1c(C(=O)NCc2ccc(S(N)(=O)=O)cc2)oc2ccc(Cl)cc12	-2	-0.5	0	3	5	-1	-2	6
COc1ccc(CCNC(=O)NC23CC4CC(CC(C4)C2)C3)cc1	-3	2.6	-3	-34	37	4	-1	-5
Cc1cccc(C)c1NC(=O)C1CCCN1C(=O)Nc1cccc(F)c1 (centres undefined)	-5	-1.4	1	-35	1	0	-3	2
CC1CCN(S(=O)(=O)c2ccc3c(c2)N(CC(=O)NCCCN2CCCC(C)C2)C(=O)CS3)CC1 (centres undefined)	-6	1.2	-2	13	-1	-7	0	6
O=C(c1ccc(CS(=O)(=O)c2ccc(Br)cc2)o1)N1CCN(c2ccc(F)cc2)CC1	10	-0.4	0	-2	15	2	30	-4
O=C(CSc1nccn(-c2ccc(Br)cc2)c1=O)Nc1ccccc1F	-6	-0.3	2	-3	-8	-2	12	-12
CCCCC(=O)Nc1ccc(N2CCCC2)cc1	-3	0.5	-2	7	-13	-1	1	0
O=C(C[n+]1ccc(C(=O)NCc2ccccc2)cc1)c1ccc2c(c1)OCCO2	-6	12	2	-4	-1	-8	7	-2
CC(=O)OCC(=O)[C@@]1(O)CC[C@H]2[C@@H]3CCC4=CC(=O)CC[C@]4(C)[C@H]3[C@@H](O)C[C@@]21C	-8&-5	-0.5&-0.6	1&1	20&15	2&-6	-3&-2	1&-2	-3&-5
The results go on:
SMILES	A3G deaminase	MPTP inh	NR3A LBD binder	Gli-Sufu block	EBI2 block	APOBEC3A inh	CCR6 antagonist	CXCR6 block
Cc1cc(NC(=O)c2cc(-c3ccc(C)s3)nc3ccccc23)no1	-5	0.1	-1	7	2	0	20	0
Cc1csc2ncnc(NNC(=O)c3ccc(Cl)cc3)c12	2	55*	0	14	4	0	46	26
CCNC(=O)OCc1cn(-c2ccc(Cl)cc2)nn1	-2	-0.7	1	-1	2	0	2	-5
O=C(Nc1ccc(F)cc1F)c1ccc2c(=O)n3c(nc2c1)CCC3	-9	0.0	2	-70	-4	-5	12	-5
CN(CC(=O)Nc1cccc(F)c1)C(=O)c1ccc(OCc2cn3ccccc3n2)cc1	-1	0.1	-3	-22	-7	2	-3	-1
C=C(C)Cn1c(=O)c2c(nc3n2CCN3c2cccc(Cl)c2C)n(C)c1=O	2	-0.1	0	10	3	0	25	16
CCOC(=O)N1CCN(S(=O)(=O)c2ccc(C)cc2)C1c1ccc(OC)cc1 (centres undefined)	-7	-2.2	3	10	6	1	-10	4
Cc1ccc(S(=O)(=O)N2CCOC23CCN(C(=O)C(=O)NCc2ccccc2)CC3)cc1	-6	-0.6	0	1	-1	1	5	5
CCOc1ccc(OCc2ccc(C(=O)N3CCc4ccccc4C3)o2)cc1	2	1.2	1	-20	0	7	19	10
COc1cc(S(=O)(=O)N2CCN(C(=O)c3ccccc3F)CC2)c(OC)cc1NC(C)=O	/	-0.5	1	0	-9	/	0	-6
Cc1cc(SCC(=O)N/N=C/c2ccco2)nc2ccccc12	7	-2.4	0	1	-2	4	11	-17
Cc1ccc(C2(C)NC(=O)N(CC(=O)Nc3ccccc3C(=O)N3CCCCC3)C2=O)cc1 (centres undefined)	0	-0.5	-2	-12	-7	-1	-5	-6
Cc1ccccc1NC(=O)CSc1nc(N2CCCCC2)nc(N2CCCCC2)n1	-6	2.4	-3	4	-1	-1	23	4
Cc1cc2nc(CS)[nH]c2cc1C	0	-2.8	0	-1	0	-4	20	1
O=C(CNC(=O)c1ccc(OC(F)F)cc1)NC1CCCc2ccccc21 (centres undefined)	-5	-0.5	-3	2	10	1	0	-8
CCC(C)(C)n1nnnc1C(c1ccc(F)cc1)N1CCN(C(=O)c2ccco2)CC1 (centres undefined)	-3	-1.4	-3	-13	-2	1	15	2
N#Cc1ccccc1OCC(=O)OCC(=O)Nc1ccc2c(c1)OCO2	-2	3.0	-5	-3	5	-3	-5	-2
O=C1C(=C2CCCCC2)SC(=S)N1Cc1ccco1	-7	-2.1	0	-8	-10	0	17	-4
Cc1ccc(C)c2c1[nH]c1ccccc12	-2	-1.9	-4	10	6	1	19	-10
O=C(NCC1COc2ccccc2O1)C1CCC(CNc2c(N3CCCCC3)c(=O)c2=O)CC1 (centres undefined)	-8	-2.5	-2	6	4	-1	-5	5
Cc1cc(NC(=O)c2nn(C)c(C)c2Br)no1	-4	0.2	0	0	0	0	-3	-1
Cc1cc(C(=O)OCC(=O)N(C)c2ccccc2)c(C)o1	-4	0.1	-2	-3	8	-2	-7	-2
Cc1cc(/C=C(\C#N)C(=O)OCC(=O)NC(=O)NC(C)(C)C)c(C)n1CCC(C)C	-4	0.8	-1	-2	23	-6	-1	4
CN(C)c1cc[n+](CC(=O)Nc2ccc(Cl)c([N+](=O)[O-])c2)cc1	-7	-0.4	-1	3	-9	0	2	-7
O=[N+]([O-])c1ccc(CSc2nnc(SCc3ccc(Cl)cc3)s2)cc1	-5	6.9	1	-12	21	-2	18	-7
CC(C)(C)NC(=O)CSc1nnc(-c2ccccn2)n1-c1ccccc1	-3	-0.8	0	-14	7	-5	-3	-3
O=C(Nc1ccccn1)c1nc(-c2ccccc2)n(-c2ccccc2)n1	-5	1.7	-2	13	-1	-3	6	15
O=C(NCc1cccc(Cl)c1)c1cccnc1	0	-1.0	-3	/	0	2	-6	4
Cc1ccc(S(=O)(=O)NC(C)(C)C)cc1C(=O)OC(C)C(=O)NC1CC1 (centres undefined)	-2	1.2	4	-7	-12	-2	-9	-5
NS(=O)(=O)c1ccc(CCNC(=O)C2CC(=O)N(Cc3ccccc3Cl)C2)cc1 (centres undefined)	-6	-0.1	1	-5	-17	-3	13	2

MPTP inh, what is marked active above
| smiles | A3G deaminase | MPTP inh | NR3A LBD binder | EBI2 block | APOBEC3A inh | CCR6 antagonist | CXCR6 block |
| --- | --- | --- | --- | --- | --- | --- | --- |
| Cc1csc2ncnc(NNC(=O)c3ccc(Cl)cc3)c12 | 2 | 55* | 0 | 4 | 0 | 46 | 26 |
